CHRM5 antagonist = blocks acetylcholine activation of human M5 receptor. CHO-hM5 cells, Fluo-8 calcium fluorescence, ACh EC80. inhibition, % at 3 µM. hit rate 0.59% among 360,000. AID 624040;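 active = inhibition above a per-plate cutoff, the mean of that plate's test compounds plus 3 SD, cut at about 27% in these data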;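 note: 0% = acetylcholine EC80 with DMSO and 100% = DMSO without agonist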
CRFR2-BP ag = agonists of human CRF-binding protein/CRF-R2 receptor complex | HEK293 CRF-R2/CRF-BP, calcium dye fluorescence (FLIPR); percent of saturating CRF peptide response | activation, % at 13.2 µM | hit rate 0.46% among 350,000 | AID 588473;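 active = activation of at least 50%, plus an integration ratio under a set limit after plate pattern correction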;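 note: plate controls were neutral control wells without compound for no effect and CRF at EC100 for full effect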
CHRM5 PAM = positive allosteric modulators of human muscarinic M5 receptor; AID 624038; P08912; hit rate 0.3% among 360,000; CHO-K1 hM5, Fluo-8 calcium, ACh EC20 PAM; 0% = ACh EC20, 100% = ACh EC100; activation, % at 3 µM;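 active = activation above the run cutoff, the mean activation of all test compounds plus 3 SD, cut at about 18% in these data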
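Assay system – human M5 receptor in CHO-K1 cells · Read-out – % activation, ACh-normalized · Technique – Fluo-8 calcium fluorescence · Dosing – single-point, 3 µM nominal · Incubation – Fluo-8 loading 80 min at 37 °C plus 30 min room temperature · Repeats – singlicate, one well per test compound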
CHRM5 agonist = CHRM5 agonism in calcium assay; P08912; CHO-K1 hM5 cells, Fluo-8 calcium fluorescence; 0% DMSO wells, 100% maximal acetylcholine response; activation, % at 3 µM; hit rate 0.19% among 360,000; AID 624037;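 active = activation above the run's mean over test compounds plus 3 SD, cut at about 23% in these data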;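 note: signal is peak over basal fluorescence ratio across the kinetic read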
CHO-K1 Ca PAM = M1 PAM counterscreen hit in parental CHO-K1 cells; ATP EC20, Fluo-8 calcium fluorescence; 0% at ATP EC20, 100% at ATP max; activation, % at 3 µM; hit rate 0.02% among 360,000; AID 602247;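 active = activation above the run cutoff, the mean activation of all test compounds plus 3 SD, cut at about 40% in these data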;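 note: peak over basal fluorescence ratio in a 140 s read after ATP addition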
CHRM4 PAM = CHRM4 positive allosteric modulation; P08173; CHO-K1 hM4/Gqi5, Fluo-8 calcium fluorescence, ACh EC20; 0% = ACh EC20, 100% = maximal ACh; activation, % at 3 µM; hit rate 0.4% among 360,000;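 active = activation above its plate's cutoff, the mean activation of sample wells plus 3 SD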; note: some results filed as inactive read as strong as hits
Target sequence (P08173 whole entry, looked up): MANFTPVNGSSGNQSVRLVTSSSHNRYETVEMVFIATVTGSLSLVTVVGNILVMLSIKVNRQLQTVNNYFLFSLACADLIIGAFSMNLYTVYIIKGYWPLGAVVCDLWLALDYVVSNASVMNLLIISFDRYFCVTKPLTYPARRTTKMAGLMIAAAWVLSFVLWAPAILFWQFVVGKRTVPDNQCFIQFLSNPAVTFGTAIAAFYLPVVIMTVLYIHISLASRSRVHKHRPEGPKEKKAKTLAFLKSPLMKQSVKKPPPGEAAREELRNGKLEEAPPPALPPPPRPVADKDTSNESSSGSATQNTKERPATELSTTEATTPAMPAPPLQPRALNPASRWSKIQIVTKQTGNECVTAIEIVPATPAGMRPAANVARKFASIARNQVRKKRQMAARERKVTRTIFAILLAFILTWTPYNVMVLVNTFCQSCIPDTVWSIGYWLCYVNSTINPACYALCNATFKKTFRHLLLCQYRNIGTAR
CRFBP-R2 block = blocks CRF-induced signaling of the CRF-BP/CRF-R2 complex; HEK293 CRF-R2/CRF-BP, CRF-induced calcium fluorescence; inhibition, % at 11.8 µM; hit rate 0.59% among 350,000;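 active = inhibition of the ligand-induced calcium signal above about 50% at the single tested concentration, limit read from the data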
TAAR1 antagonist = antagonists of human TAAR1 | hit rate 1.5% among 360,000 | CHO RD-HGA16 TAAR1, Fluo-8 calcium fluorescence, antagonist | AID 624466 | inhibition, % at 3 µM;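 active = inhibition above a per-plate cutoff, the mean inhibition of test compounds on that plate plus 3 SD, cut at about 49% in these data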;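 note: 0% = DMSO plus EC80 beta-PEA response and 100% = DMSO alone without agonist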
Target sequence (Q96RJ0 whole entry, looked up): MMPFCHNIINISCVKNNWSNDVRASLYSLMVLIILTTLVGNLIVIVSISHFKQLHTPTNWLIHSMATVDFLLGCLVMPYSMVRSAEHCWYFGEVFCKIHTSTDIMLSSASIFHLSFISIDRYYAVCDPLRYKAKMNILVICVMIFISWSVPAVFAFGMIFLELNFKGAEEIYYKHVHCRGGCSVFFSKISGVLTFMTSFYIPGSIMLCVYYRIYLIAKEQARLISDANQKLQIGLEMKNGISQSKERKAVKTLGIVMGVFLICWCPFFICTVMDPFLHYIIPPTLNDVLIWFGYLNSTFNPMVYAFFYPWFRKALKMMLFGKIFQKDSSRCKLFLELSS
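Assay system: CHO-derived RD-HGA16 cells stably expressing human TAAR1 plus Gα16. Timing: 140 s kinetic read after compound, 140 s after agonist. Technique: kinetic Fluo-8 calcium fluorescence measurement. Measure: % inhibition of agonist calcium response.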
TAAR1 agonist = agonists of human TAAR1; Q96RJ0; CHO RD-HGA16 TAAR1, Fluo-8 calcium fluorescence; vehicle wells 0%, saturating PEA agonist 100%; activation, % at 3 µM; hit rate 0.99% among 360,000;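 active = activation above the mean activation of all test compounds in the run plus 3 SD, cut at about 38% in these data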
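Test system: RD-HGA16 (CHO) cells co-expressing Gα16 and hTAAR1 / Benchmarks: DMSO vehicle as 0%, PEA at EC100 as 100% / Repeats: no replicates (n 1) / Measure: % activation from peak over basal fluorescence ratio, DMSO-to-PEA scaled / Timing: 17-24 h plating, Fluo-8 75 min 37 °C, 30 min RT / Technique: kinetic Fluo-8 calcium fluorescence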
* hit, by the source's call; . = no result given. Hits appear at their usual frequency, and some 4.2% of all compounds hit somewhere here.

compound	CHRM4 PAM	CRFR2-BP ag	CHRM5 agonist	TAAR1 agonist	TAAR1 antagonist	CHO-K1 Ca PAM	CHRM5 antagonist	CRFBP-R2 block	CHRM5 PAM
COC(=O)c1ccc2nc(NC(=O)CCS(=O)(=O)c3ccccc3)sc2c1	11	1.5	-3	1	23	-18	-17	-17	2
CC(NC(=O)c1ccc(CS(C)(=O)=O)cc1)c1ccc(-n2ccnc2)cc1 (stereo not drawn)	5	-0.6	-1	0	3	10	8	-16	-2
CCOC(=O)C1=C(C)N=C2SCCC(=O)N2[C@@H]1c1cccs1	-6	-0.2	-2	0	-9	23	12	5	-5
CCCCNCc1cccn1-c1ccccc1	-6	-1.2	-6	8	6	1	11	11	-12
Cn1cc(S(=O)(=O)Nc2ccc(Oc3ccccc3)cc2)c(=O)n(C)c1=O	0	-2.8	-3	0	-22	1	12	9	-1
CCOc1cc(CNCc2ccncc2)cc(Br)c1OCc1ccc(F)cc1	-12	-0.8	-3	6	22	23	14	-26	-14
Cn1nnc2cc(C(=O)Nc3ccccc3F)ccc21	3	1.1	-2	5	-1	10	14	1	-3
Cc1ccc(/C=N/NC(=O)CSc2nc3ccccc3n2C)s1	-7	-1.4	-1	11	0	4	6	-5	-5
CCOc1ccccc1C(=O)NCC(=O)N(C)CC(=O)Nc1ccc(N2CCOCC2)cc1	-7	-0.9	0	1	-16	11	-8	-1	-2
CCCCN1C(=O)c2cccc3cc(O)cc(c23)C1=O	-1	3.5	10	4	-30	-11	-6	-9	11
O=C(N/N=C/c1ccc(Cl)cc1Cl)c1cccc(N2CCCC2=O)c1	0	-1.7	-4	1	1	4	9	11	-5
Cc1ccc(S(=O)(=O)Oc2ccc(/C=C(/NC(=O)c3ccccc3)C(=O)NC(C)C(=O)O)cc2)cc1 (stereo not drawn)	-4	-0.8	-1	3	-13	9	-5	0	-3

Given with values under each structure: part of the list above
Order of results – CHRM4 PAM, CRFR2-BP ag, CHRM5 agonist, TAAR1 agonist, TAAR1 antagonist, CHO-K1 Ca PAM, CHRM5 antagonist, CRFBP-R2 block, CHRM5 PAM
Cc1ccc(S(=O)(=O)Oc2ccc(/C=C(/NC(=O)c3ccccc3)C(=O)NC(C)C(=O)O)cc2)cc1 (stereo not drawn)
→ -4, -0.8, -1, 3, -13, 9, -5, 0, -3
CC(NC(=O)c1ccc(CS(C)(=O)=O)cc1)c1ccc(-n2ccnc2)cc1 (stereo not drawn)
→ 5, -0.6, -1, 0, 3, 10, 8, -16, -2

(listing goes on)
compound	CHRM4 PAM	CRFR2-BP ag	CHRM5 agonist	TAAR1 agonist	TAAR1 antagonist	CHO-K1 Ca PAM	CHRM5 antagonist	CRFBP-R2 block	CHRM5 PAM
Cc1ccc(-c2csc(NC(=O)C3=COCCO3)n2)cc1	6	7.1	0	-3	-27	-4	10	2	-4
O=C(CSc1ncn[nH]1)NCc1ccc(Cl)cc1	0	-1.5	-3	-3	-8	8	10	2	-3
CN(CCC1CCOCC1)C(=O)CC1C(=O)NCCN1Cc1c(F)cccc1Cl (stereo not drawn)	1	0.3	-3	1	-4	1	10	8	-6
Cn1nccc1C(=O)Nc1sc2c(c1C(N)=O)CCCC2	5	2.0	-1	3	-1	0	-8	18	6
CN(Cc1ccccc1)S(=O)(=O)c1cccc(C(=O)O)c1	-1	0.4	-2	3	-2	12	-8	8	0
C=CCn1c(CC(C)(C)C)nc2ccccc21	0	-1.7	-4	3	8	20	-2	15	-6
COc1ccccc1CC(NC(C)=O)C(=O)NC1CCN(S(=O)(=O)c2ccccc2)CC1 (stereo not drawn)	-2	-1.5	-3	4	-7	-10	24	4	-7
COc1cccc(CN2CC(C(=O)NCCCCc3ccccn3)CCC2=O)c1 (stereo not drawn)	-3	-1.2	-2	0	-5	2	-4	14	4
N#C/C(=C\C=C\c1ccccc1)c1nc(-c2ccc3c(c2)OCO3)cs1	2	65*	-2	2	2	18	-3	-74	7
CN(C)N=Nc1ccc(S(=O)(=O)N2CCSC2C(=O)O)cc1 (stereo not drawn)	5	0.1	1	6	7	6	1	-4	-1
Cc1cc(C)c2oc(C(=O)N3CCN(C)CC3)cc(=O)c2c1	3	0.6	-1	1	1	-19	-1	-2	10
Cc1c(/C(O)=C2/C(=O)C(=O)N(CCN3CCOCC3)C2c2ccccn2)cnn1-c1ccccc1 (stereo not drawn)	-1	6.0	-1	3	-3	16	7	21	-9
O=C1c2ccccc2S(=O)(=O)N1Cc1c(F)cccc1Cl	1	-1.0	-4	-1	0	19	0	16	1
COc1ccc(/C=N/n2nnnc2N)cc1OC	4	0.2	-2	1	-21	7	3	22	7
COc1cc(C(=S)N2CCOCC2)cc(OC)c1OC(=O)c1ccc([N+](=O)[O-])cc1[N+](=O)[O-]	4	-0.5	-1	6	12	4	16	11	-6
COCCNC(=O)CN(C)S(=O)(=O)c1ccc2c(c1)OCCO2	14	0.1	-8	2	-4	10	-6	-2	10
Cc1ccccc1OCC(=O)NC(C)c1ccccc1 (stereo not drawn)	0	-1.5	-1	-2	3	-2	8	16	-4
COc1ccc(Cn2c(=O)[nH]c3cc(C(=O)Nc4ccccc4C)ccc32)cc1	0	2.4	13	19	-2	24	-15	-7	0
COc1ccc(/C=N/NS(C)(=O)=O)c(OC)c1	15	3.9	3	-1	-1	5	-5	-6	2
Clc1ccc(OCc2nn3c(-c4ccccc4)nnc3s2)c(Cl)c1	-2	-3.9	-2	4	6	11	-3	5	-5
O=C(c1ccco1)N1CCN=C1SCc1ccccc1F	-6	-0.5	1	-1	0	-7	-1	19	-3
Cc1cc(S(=O)(=O)N2CCCC2)ccc1OCC(=O)NC1CCCC1	5	0.1	-2	0	-3	3	14	17	-4
Cc1cc(C)n(CC(C)Nc2nc3nonc3nc2N2CCCCC2)n1 (stereo not drawn)	-1	-0.2	-5	1	15	5	-1	13	-2
CNC(=O)C[C@H]1C(=O)N(c2ccc(OC)cc2)C[C@@H]1Cc1ccccc1	3	1.0	-1	3	-8	2	11	-19	-1
COC(=O)C1=C(C)N(CCC2=CCCCC2)C(=O)C1	4	1.0	-6	1	-13	16	4	11	0
O=C(CSc1nnc(-c2ccco2)n1Cc1ccccc1)NC(=O)NCc1ccccc1	0	-0.9	-12	3	2	15	1	3	-1
CN(C)S(=O)(=O)c1ccc(C(=O)NCc2nnc(SCC(=O)c3ccccc3)o2)cc1	-7	-0.9	1	3	-14	-29	-6	-5	-2
CCC(=O)Nc1nnc(SCCOC)s1	2	1.6	-4	9	-1	-7	-2	5	-4
Cc1ccc(N2CCN(CC(O)COc3cccc4ccccc34)CC2)cc1 (stereo not drawn)	-5	1.8	-6	5	-9	-6	3	-7	-3
CC(=NNc1nc2ccccc2o1)c1cc2ccccc2cn1	0	2.0	8	5	15	-5	28*	-48	-16
CCOC(=O)C1CCCN(S(=O)(=O)c2cc3c4c(c2)CCN4C(=O)CC3)C1 (stereo not drawn)	8	-0.1	0	7	-24	-2	-6	7	9
O=C(O)c1ccc(CN2C[C@@H](CO)O[C@@H](n3cnc4c(NCc5ccc(F)cc5)ncnc43)C2)cc1	2	.	-1	4	-11	18	10	.	1
O=C(NCC1CCCO1)c1cc2n(n1)C(C(F)(F)F)CC(c1ccc(F)cc1)N2 (stereo not drawn)	8	0.8	0	5	-1	-8	-8	-22	10
CCc1nc(NC(=O)Cc2csc(C)n2)sc1C(=O)OC	-10	-0.9	2	-1	-13	-1	10	-1	-4
CCOC(=O)CN(C(=O)COc1nc(-c2ccccc2)cc(C)c1C#N)c1ccc(C)cc1	-1	2.8	0	1	6	8	5	-1	-4
Cc1ccc2oc(=O)cc(CN3CCC(C)CC3)c2c1	-2	-0.6	-2	7	-2	13	-1	17	0
O=C1NNC(c2ccccc2)=N/C1=C\c1ccccc1Cl	-1	-1.5	5	0	-61	17	0	5	4
CCOc1ccc(N(CC(=O)Nc2c(C)cccc2C)S(=O)(=O)c2c(C)[nH]c(=O)[nH]c2=O)cc1	-4	0.5	3	0	-14	7	-5	12	15
CCOC(=O)c1ccccc1Nc1cc(C)nc2nc(C)nn12	3	-1.8	1	1	-3	12	5	16	-3
O=C(Cn1ccsc1=NC(=O)C(F)(F)F)c1ccccc1	4	-1.9	-6	1	16	15	0	-4	-1
COC(=O)[C@@]1(Sc2ccc(C)cc2)CC(=O)N(c2ccc(Cl)cc2)[C@@H]1c1ccccc1	1	.	-1	1	48	11	-6	.	-3
Cc1nc(-c2ccc(S(=O)(=O)N3CCCCCC3)cc2)cs1	-2	1.8	0	7	11	3	-2	4	-5
COc1cc(/C=C/C(C)=O)cc(OC)c1OC	-2	1.4	-2	1	11	15	-2	-2	1
Cc1ccc(C(=O)c2cccc(N)c2)cc1C	7	-0.7	-1	-2	-10	17	-3	18	4
CCCC(C)(C)C(=O)N1CCC1(C)C(=O)Nc1ccc2c(c1)OCCO2 (stereo not drawn)	0	.	1	-2	-21	16	-3	.	-3
O=C(Nc1ccc2sccc2c1)c1cccc(N2C(=O)CCC2=O)c1	-1	-1.3	0	1	3	-4	4	-8	-2
Cc1ccc(S(=O)(=O)N2CCN(C(=O)N3CCOCC3)C2C)cc1 (stereo not drawn)	20	0.1	-3	0	7	20	0	7	1
CCC1CCC(C(=O)NC(C(=O)Nc2ccc3c(c2)OCCO3)C(C)C)CC1 (stereo not drawn)	-3	1.5	-1	8	-13	17	3	-17	-6
O=C(Nc1nncs1)C1COc2ccccc2O1 (stereo not drawn)	10	-1.8	-2	19	-25	13	-6	8	16
O=C(O)C1C2CCC1C(O)C2 (stereo not drawn)	8	2.8	0	3	-2	-14	4	-11	0
COc1ccccc1N1CCN(/N=C/c2ccc(C(=O)O)cc2)CC1	-3	-0.7	0	0	-8	1	8	6	-3
CC(=O)Nc1ccc(C2Nc3ccccc3C(=O)N2C2CCCCC2)cc1 (stereo not drawn)	21	1.2	-2	3	3	-2	1	-23	0
Cc1cc(N2CCN(C(=O)c3ccco3)CC2)c2ccccc2n1	5	5.9	-1	1	-9	-1	12	11	-2
COc1cccc2sc(N3CCN(C(=O)c4ccco4)CC3)nc12	-1	0.1	1	7	-13	-1	-1	10	1
Cc1c(CCO)c(=O)[nH]n1C(=O)c1c(F)cccc1F	10	-0.7	2	3	-7	6	6	20	-3
CC(C)C[C@H]1CN([C@@H](Cc2ccc(O)cc2)CN2CCC[C@@H]2CN2C(=S)NC[C@@H]2Cc2ccccc2)C(=S)N1CCc1ccccc1	-7	.	-1	-2	-13	13	4	.	-2
O=C(c1cnn2c(C(F)F)cc(-c3ccccc3)nc12)N1CCSCC1	2	0.8	-2	5	6	-4	-3	-17	0

Bioassay records (PubChem)
